# Bioassay records from PubChem BioAssay.
# p47phox inh: inhibitors of human p47phox binding. inhibition, % at 24.7 µM. p47phox/p22phox peptide binding, fluorescence polarization, 2 h. AID 1274. 0.53% of 220,000 active. P14598;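 active = inhibition above about 30%, limit read from the data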;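 also: 0% = p47phox with labelled peptide and 100% = labelled peptide alone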
# TRPML3 agonist: activates the human TRPML3 channel | Q8TDD5 | HEK293 TRPML3-YFP, Fluo-8 calcium fluorescence; 100% = the carbachol control signal | activation, % at 3 µM | 0.29% of 220,000 active;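 active = activation above its plate's cutoff, the mean activation of the plate's test wells plus 3 SD, cut at about 12% in these data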;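 also: 0% = DMSO only wells and 100% = carbachol wells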
#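 Material: TRPML3-YFP stable HEK293 cells | Dosing: One concentration, 3 µM nominal, 0.3% DMSO | Timing: 125 s total fluorescence read per well | Technique: Fluo-8 calcium dye fluorescence, ex 470-495, em 515-575 nm | Measure: Percent activation from peak-to-basal fluorescence ratio, scaled between DMSO and carbachol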
# TRPN1 ag: zebrafish TRPN1 (NompC) channel agonism | HEK293 zebrafish TRPN1-YFP, Fluo-8 calcium fluorescence; 100% = response to 87 µM carbachol | activation, % at 3 µM | 0.18% of 220,000 active | AID 1424;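 active = activation above its plate's cutoff, the mean activation of test wells on that plate plus 3 SD, cut at about 19% in these data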;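 also: 0% = DMSO alone and 100% = 87 µM carbachol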
#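 Material: zebrafish TRPN1-YFP in HEK293 cells. Doses: one dose of 3 µM, 0.3% DMSO. Incubation: dye 1 h 37 °C plus 30 min RT. Measured by: intracellular calcium fluorescence with Fluo-8.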
# PPC-1+TRAIL kill: PPC-1 cancer cell killing with TRAIL present. PPC-1 cells + TRAIL, ATPLite viability luminescence. 0.41% of 220,000 active. cell killing (% activity), % at 4 µM;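 active = cell killing above 50% in the first pass at 4 µM, then a duplicate retest at 5 µM averaging 50% or more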;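 also: plate controls were cells with TRAIL plus DMSO for no effect and medium-only wells lacking cells for full effect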
# TNF necrop inh: blocks TNF-alpha induced death of Jurkat FADD-/- cells | Jurkat FADD-/- TNF necroptosis rescue, ATP luminescence, 24 h; 0 = TNF only, 100 = no-TNF cells | activation (protection from cell death), % at 10 µM | 0.068% of 220,000 active | AID 463075;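 active = activation, meaning protection from cell death, of at least 50% relative to plate controls; inactive = activation below 50%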;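 also: necroptosis triggered by 40 ng/mL TNF-alpha added together with compound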
# MDM2 E3 inh: Mdm2 E3 ligase (human) inhibition | Q00987 | cell-based MDM2 ubiquitination luciferase reporter, 2 h; 0 = plate control, 100 = twice control, blank-subtracted | signal enhancement, % at 5 µM | 0.11% of 210,000 active | AID 1230;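 active = signal enhancement of 30% or more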;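 also: luminescence tracks abundance of the self-degrading MDM2-luciferase fusion protein; higher signal means inhibition of MDM2 E3 ligase activity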
# Target sequence (Q00987 whole entry, looked up, the tested form may be a part): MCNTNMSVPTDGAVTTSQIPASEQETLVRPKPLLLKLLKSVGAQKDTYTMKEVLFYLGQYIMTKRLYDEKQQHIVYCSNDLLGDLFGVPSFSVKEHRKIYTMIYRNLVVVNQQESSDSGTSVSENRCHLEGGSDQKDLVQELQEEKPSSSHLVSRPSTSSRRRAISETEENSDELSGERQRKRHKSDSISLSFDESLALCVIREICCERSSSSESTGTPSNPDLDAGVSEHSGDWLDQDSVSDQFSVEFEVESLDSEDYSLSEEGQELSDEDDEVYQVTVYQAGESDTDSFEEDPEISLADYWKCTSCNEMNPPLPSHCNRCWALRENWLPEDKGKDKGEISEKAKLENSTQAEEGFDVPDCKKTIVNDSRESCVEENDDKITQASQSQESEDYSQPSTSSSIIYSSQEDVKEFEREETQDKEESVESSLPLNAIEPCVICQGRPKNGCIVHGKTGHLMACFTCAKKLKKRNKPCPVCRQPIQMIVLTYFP
#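 Timing – 2 h compound exposure at 37 °C · Assay system – mammalian cells stably expressing self-ubiquitinating, self-degrading MDM2 E3–luciferase fusion · Amount – 2000 cells seeded into each well · Measure – % luminescence enhancement versus blank-corrected plate control mean · Measured by – SteadyLite luminescence, 15 min reagent step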
# CHOP inhibitor: CHOP inhibition in unfolded protein response | CHO-K1 CHOP-promoter luciferase, tunicamycin-induced, 15-18 h | inhibition, % at 10 µM | 3.8% of 220,000 active | AID 2732;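 active = compounds that reduced the stress-induced luciferase reporter signal by more than about 70% of percent inhibition, limit read from the data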;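 also: 0% = tunicamycin plus vehicle and 100% = wells without tunicamycin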
# EBV gp42 inh: inhibitors of Epstein-Barr virus glycoprotein 42. Q1HVG2. Fluorescence polarization binding assay, mP read-out. inhibition, % (tested at 21.74 µM). 0.42% of 220,000 active. AID 1085; in the data active = inhibition above about 50%
# Target sequence (Q1HVG2 whole entry, looked up): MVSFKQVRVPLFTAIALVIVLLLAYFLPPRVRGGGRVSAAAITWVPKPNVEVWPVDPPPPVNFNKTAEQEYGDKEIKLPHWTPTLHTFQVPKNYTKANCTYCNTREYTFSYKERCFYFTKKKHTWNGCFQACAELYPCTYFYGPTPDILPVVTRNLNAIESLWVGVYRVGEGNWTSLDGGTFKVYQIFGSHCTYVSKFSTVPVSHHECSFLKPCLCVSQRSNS
# Runt-SMMHC FRET: Runt domain-CBFb-SMMHC interaction inhibition | Q01196+Q13951 | Cerulean-Runt/Venus-CBFb-SMMHC FRET ratio 530/480, 1 h | inhibition, % at 20 µM | 0.74% of 220,000 active;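 active = mean inhibition across duplicate retests at 20 µM reaching about 50%, limit read from the data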;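 also: 0% = DMSO wells and 100% = wells with excess untagged CBFb-SMMHC; inhibitors lower the FRET ratio by blocking Runt binding to CBFb-SMMHC; some results filed as inactive read as strong as hits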
# * marks the source's active call; other numbers are inactive results; nt = not tested or not shown; & = joins results of further samples; [ ] = remark or other dose. This is a random part of the collection, and some 5.9% of all compounds hit somewhere here.
SMILES,p47phox inh,TRPML3 agonist,TRPN1 ag,PPC-1+TRAIL kill,TNF necrop inh,MDM2 E3 inh,CHOP inhibitor,EBV gp42 inh,Runt-SMMHC FRET
S=C(Nc1ccccc1Cl)N(CCCN1CCOCC1)Cc1ccco1,4,0.5,-0.6,-47,1.8,1,37,-25,-2
O=C(NCc1ccccc1)c1cc(S(=O)(=O)N2CCC3(CC2)OCCO3)ccc1F,-13,2.8,4.0,7,0.0,-10,31,-8,-7
Cc1cc(C(=O)COc2ccccc2[N+](=O)[O-])c(C)n1-c1cccc(S(=O)(=O)N2CCOCC2)c1,-30,1.5,0.9,4,-3.7,-10,48,-37,-1
Cc1ccc2[nH]c(=O)c(-c3noc(C(C)C)n3)cc2c1,-19,-0.9,0.4,16,-2.4,-7,-7,0,2
CCOC(=O)C1C(=O)CC(O)(c2ccccc2)CC1c1ccccc1 (configuration not stated),0,-0.9,-2.1,13,-1.0,nt,-4,-7,-5
COc1ccc(-c2[nH]nc3c2C(c2ccncc2)C(C#N)=C(N)O3)cc1 (configuration not stated),18,0.2,1.1,12,-4.0,-24,27,1,-1
O=C1CCCC2=C1C(c1cccs1)n1ncnc1N2 (configuration not stated),7,0.1,1.4,10,-0.3,-8,-7,-7,25
COc1ccc(C(c2sc3ncnn3c2O)N2CCN(c3ccccc3F)CC2)cc1OC (configuration not stated),-7,0.1,0.6,29,2.2,-4,-51,-12,2
Cc1cc(NC(=O)Cn2ccc([N+](=O)[O-])n2)no1,4,0.6,0.7,2,0.2,-21,-7,8,-3
O=C(Nc1ccccc1)N1CCN2C(=O)c3ccccc3C12c1ccccc1 (configuration not stated),-12,-0.9,-2.6,4,-2.5,-4,31,-9,3
O=C(CN1CCN(c2cccc(C(F)(F)F)c2)CC1)Nc1cccc(C(F)(F)F)c1,-3,0.3,0.6,3,2.3,-5,33,-15,-7
Cc1ccc(S(=O)(=O)c2ccc(C)cc2)cc1,0,3.7,-0.4,-16,3.1,3,27,-21,2
Cc1csc(NC(=O)c2cnccn2)n1,-7,0.6,1.3,11,-0.4,-18,-38,-18,-6
C=CCc1cc(Cl)ccc1OCCCNC(C)CC (configuration not stated),-8,0.8,0.3,15,4.5,4,11,-6,0
Nn1c(Cc2ccccc2)n[nH]c1=S,8,0.7,0.5,-3,0.0,-16,-14,-21,1
CN1CC(c2ccccc2Cl)C2(COc3ccccc3C2=O)C12C(=O)Nc1ccccc12 (configuration not stated),-12,0.1,0.4,11,-4.4,-26,68,-2,-5
O=C(Nc1nnc(-c2ccccc2)o1)c1cc(Cl)sc1Cl,-2,0.8,0.9,34,0.4,-3,-35,10,0
O=C(NC1CCN(Cc2ccccc2)CC1)C1CCN(c2nnc(-n3cccc3)s2)CC1,-4,1.9,4.3,20,-3.4,-17,60,-16,1
COCc1cc(C)nc(SCC[N+](C)(C)CC(=O)Nc2ccccc2)c1C#N,1,0.9,-0.1,-4,2.6,1,-12,-14,-2
O=C1OCCC1Sc1nc2ccccc2c(=O)n1Cc1ccc(F)cc1 (configuration not stated),-14,0.6,2.8,-5,2.4,3,2,-10,-4
CCc1cc(=O)n2c([nH]c3ccccc32)c1C#N,-23,0.2,0.5,18,-0.9,8,4,15,5
Cc1ccc2nc(NC(=O)C3CCN(S(=O)(=O)c4cccs4)CC3)sc2c1,1,2.6,2.6,0,-3.4,-13,48,-24,-7
COc1ccccc1NC(=O)C(=O)/C=C(\O)c1ccccc1,-8,0.8,0.1,0,-3.4,-2,31,-6,1
C/C(O)=C(\C#N)P(=O)(c1ccccc1)c1ccccc1,5,0.3,1.2,24,2.2,-13,21,-16,-6
Nc1nnc(SCc2ccccc2F)s1,-9,0.2,1.7,18,0.7,nt,13,-14,-1
O=C(CSc1ccccc1)NC(=O)NCc1ccccc1,-12,-0.8,-0.3,-10,7.2,nt,20,-8,3
CC1(c2ccccc2)NC(=O)N(CC(=O)Nc2ccc3c(c2)OCO3)C1=O (configuration not stated),-1,1.1,1.4,12,-0.8,-6,-6,-5,-3
C/C(=N\Nc1cc(C)nc(NCc2ccccc2)n1)c1cccc([N+](=O)[O-])c1,-6,0.9,1.0,-12,-0.3,-7,-13,-7,3
COC(=O)C1C/C(=N\NS(=O)(=O)c2ccc(C)cc2)c2ccsc2C1 (configuration not stated),-15,-0.8,-0.1,25,1.9,1,19,-4,2
O=C1CC(N2CCSCC2)C(=O)N1CCc1ccccc1 (configuration not stated),-17,0.1,0.2,10,-0.8,-1,-5,-8,-2
Cc1oc(-c2cccc(Cl)c2)nc1CN1CCCC(C(=O)NCCCN2CCOCC2)C1 (configuration not stated),-11,0.4,-0.7,12,0.7,-12,18,-6,5
Cc1cccc(OCC(=O)N2CCN(C(=O)CCC3CCCC3)CC2)c1,-8,-0.2,0.0,-4,-0.9,-3,-2,15,5
COC(=O)NC1CSCC1OC(=O)CCN1C(=O)c2ccccc2C1=O (configuration not stated),0,0.8,0.6,3,0.9,-25,-4,-13,3
CO[C@@]1(NC(=O)CSCC#N)C(=O)N2C(C(=O)O)=C(CSc3nnnn3C)CS[C@@H]21,-11,0.5,-2.0,3,0.3,nt,-4&-18,-2,4
CC1(c2ccccc2Cl)NC(=O)N(CC(=O)Nc2ccc3c(c2)OCO3)C1=O (configuration not stated),-3,-0.8,0.2,4,0.8,-8,-18,-13,0
COC(=O)c1c(C)nn(-c2ccccc2)c1N,7,-0.5,-1.3,1,1.6,nt,-14,-5,-5

# Entries listed so far containing an NH in an aromatic ring (4):
SMILES,p47phox inh,TRPML3 agonist,TRPN1 ag,PPC-1+TRAIL kill,TNF necrop inh,MDM2 E3 inh,CHOP inhibitor,EBV gp42 inh,Runt-SMMHC FRET
Cc1ccc2[nH]c(=O)c(-c3noc(C(C)C)n3)cc2c1,-19,-0.9,0.4,16,-2.4,-7,-7,0,2
COc1ccc(-c2[nH]nc3c2C(c2ccncc2)C(C#N)=C(N)O3)cc1 (configuration not stated),18,0.2,1.1,12,-4.0,-24,27,1,-1
Nn1c(Cc2ccccc2)n[nH]c1=S,8,0.7,0.5,-3,0.0,-16,-14,-21,1
CCc1cc(=O)n2c([nH]c3ccccc32)c1C#N,-23,0.2,0.5,18,-0.9,8,4,15,5

# (continued)
SMILES,p47phox inh,TRPML3 agonist,TRPN1 ag,PPC-1+TRAIL kill,TNF necrop inh,MDM2 E3 inh,CHOP inhibitor,EBV gp42 inh,Runt-SMMHC FRET
Cn1c(=O)[nH]c(=O)c2c1nc(N1CCOCC1)n2CC(=O)c1ccccc1,-1,-0.1,-0.1,12,1.0,5,-18,-20,-1
Cc1ccc2cc3cc(C(=O)NCCN4CCOCC4)oc3nc2c1,1,0.0,0.3,4,-0.4,-6,39,-20,0
O=C(Nc1ccc(N2CCOCC2)cc1)C1CC(O)CN1S(=O)(=O)c1ccc(Cl)cc1 (configuration not stated),-18,0.7,0.6,-4,-0.5,-7,-14,-8,0
O=Nc1c2cc(-c3ccccc3)[nH]nc-2c2ccccc12,1,1.0,1.4,74*[5 µM],-10,-79,92*,8,-2
CC(=O)C1=C(C)N(c2ccccc2)C(=O)C1(NS(=O)(=O)c1ccc(N)cc1)C(F)(F)F (configuration not stated),-8,-0.3,0.3,1,-0.8,-88,1,-2,6
Cn1c(=O)c2c(ncn2CC(=O)N/N=C/c2cn[nH]c2-c2ccc(F)cc2)n(C)c1=O,-4,1.0,-0.7,18,1.1,-7,-16,-22,-2
O=C(CN(Cc1cccs1)C(=O)CCC(=O)Nc1ccccn1)NCc1ccccc1,-1,-0.1,-0.2,-1,0.6,3,3,-15,2
CSc1ccc(CNCCCN(C)C)cc1,-3,0.5,1.0,16,0.9,-6,2,3,-1
COc1ccc2c(c1)SC(C)CC2=O (configuration not stated),6,0.5,-0.8,19,-1.2,-9,13,-8,-4
Cc1ccc(N2CCN(/N=C/C3=C(N4CCOCC4)C(=C\c4ccccc4)/CC3)CC2)cc1,-12,0.9,2.3,-5,4.7,nt,-13,-11,-5
CCCNc1c(N)c(=O)c1=O,-2,0.1,0.3,7,-0.4,-2,3,3,-3
CCOc1ccc(N2C(=O)C3ON(c4ccccc4)C(c4cccs4)C3C2=O)cc1 (configuration not stated),-6,1.1,1.2,nt,0.1,-16,31,6,nt

# Already shown: an excerpt of the list.
SMILES,p47phox inh,TRPML3 agonist,TRPN1 ag,PPC-1+TRAIL kill,TNF necrop inh,MDM2 E3 inh,CHOP inhibitor,EBV gp42 inh,Runt-SMMHC FRET
S=C(Nc1ccccc1Cl)N(CCCN1CCOCC1)Cc1ccco1,4,0.5,-0.6,-47,1.8,1,37,-25,-2
O=C(NCc1ccccc1)c1cc(S(=O)(=O)N2CCC3(CC2)OCCO3)ccc1F,-13,2.8,4.0,7,0.0,-10,31,-8,-7
Cc1cc(C(=O)COc2ccccc2[N+](=O)[O-])c(C)n1-c1cccc(S(=O)(=O)N2CCOCC2)c1,-30,1.5,0.9,4,-3.7,-10,48,-37,-1

# Later entries:
SMILES,p47phox inh,TRPML3 agonist,TRPN1 ag,PPC-1+TRAIL kill,TNF necrop inh,MDM2 E3 inh,CHOP inhibitor,EBV gp42 inh,Runt-SMMHC FRET
c1ccc(N/N=C(\Cc2nc3ccccc3[nH]2)c2ccccc2)cc1,-9,-1.6,0.1,-5,0.1,-15,44,-6,0
COC(=O)c1ccccc1NC(=O)COC(C)=O,-13,1.0,0.9,3,-5.7,-2,20,-35,-2
CCOC(=O)c1nc(Nc2ccc(C(=O)O)cc2)c2ccccc2n1,5,0.0,-0.5,0,1.8,-11,11,-25,1
COCCCNc1oc(-c2ccccc2Cl)nc1C#N,-6,1.2,0.3,9,-0.1,6,24,3,-2
Cc1ccc(C(C)C)c(OCc2nnc3n2CCCCC3)c1,0,-2.0,-0.2,-4,-0.7,3,11,-19,-4
O=C(CSc1nc2ncc(Cl)cc2[nH]1)NCC(=O)Nc1ccc(F)c(F)c1F,-9,-0.5,-0.3,7,0.8,-16,1,-3,-1
O=C1CCCN1c1cc(Cl)cc(Cl)c1,-1,-0.2,-1.6,-2,0.0,-11,-8,-9,0
CCOc1ccc2nc(SCC(=O)N3CCCCCC3)c(C#N)cc2c1,-7,-0.2,-0.8,15,1.0,19,-32,-8,4
C=CCOc1c(Br)cc(CNc2ccc(NC(=O)CCC)cc2)cc1OCC,-6,-0.8,-1.8,23,-0.8,-5,34,-3,-7
